# Screens deposited in PubChem by several laboratories.
# STEP block: blocks human striatal-enriched tyrosine phosphatase; hit rate 0.25% among 360,000; inhibition, % at 20 µM; recombinant STEP, OMFP fluorogenic substrate, fluorescence;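 active = inhibition at 20 µM, scaled per plate between control wells, above about 37%, limit read from the data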;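 note: 0% = DMSO with enzyme and substrate and 100% = substrate only without enzyme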
#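 System: STEP phosphatase, cell-free reaction; Buffer or medium: Bis-Tris pH 6.0 buffer with DTT, detergent; Incubation: 20 min at room temperature, dark; Measured by: fluorescence, 480/540 nm.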
# NadD inh: NadD (S. aureus) enzyme inhibition; inhibition, % at 20 µM; purified NadD enzyme, colorimetric absorbance read-out; hit rate 0.78% among 360,000; in the data active = inhibition above about 26%; note: some compounds past the cut are filed as inactive
# LMPTP block: LMPTP (human) inhibition; recombinant LMPTP-A, OMFP fluorogenic substrate, fluorescence intensity; hit rate 0.22% among 360,000; AID 651560; inhibition, % at 20 µM; P24666;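 active = compounds that cut the enzyme signal by at least half of the control window in the single-dose screen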;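 note: plate controls were DMSO wells with enzyme plus substrate for no effect and substrate without enzyme for full effect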
#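 material = LMPTP-A | quantity = 0.625 nM enzyme | reagent = OMFP substrate, 400 µM final | buffer or medium = Bis-Tris pH 6.0, DTT, detergent | detection = endpoint fluorescence intensity from OMFP dephosphorylation | dosing = single 20 µM dose | read-out basis = % inhibition relative to no-enzyme and uninhibited control wells | control set = no-enzyme and uninhibited controls | timing = 50 min at room temperature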
# Rin1-Abl PPI inh: blocks binding of human Rin1 to Abl; inhibition, % at 7.35 µM; P00519+Q13671; hit rate 0.4% among 360,000; AID 588664; TR-FRET Rin1/Abl binding, biochemical; in the data active = inhibition above about 5%, passing the limit was not always enough
# Target sequence (P00519 whole entry, looked up): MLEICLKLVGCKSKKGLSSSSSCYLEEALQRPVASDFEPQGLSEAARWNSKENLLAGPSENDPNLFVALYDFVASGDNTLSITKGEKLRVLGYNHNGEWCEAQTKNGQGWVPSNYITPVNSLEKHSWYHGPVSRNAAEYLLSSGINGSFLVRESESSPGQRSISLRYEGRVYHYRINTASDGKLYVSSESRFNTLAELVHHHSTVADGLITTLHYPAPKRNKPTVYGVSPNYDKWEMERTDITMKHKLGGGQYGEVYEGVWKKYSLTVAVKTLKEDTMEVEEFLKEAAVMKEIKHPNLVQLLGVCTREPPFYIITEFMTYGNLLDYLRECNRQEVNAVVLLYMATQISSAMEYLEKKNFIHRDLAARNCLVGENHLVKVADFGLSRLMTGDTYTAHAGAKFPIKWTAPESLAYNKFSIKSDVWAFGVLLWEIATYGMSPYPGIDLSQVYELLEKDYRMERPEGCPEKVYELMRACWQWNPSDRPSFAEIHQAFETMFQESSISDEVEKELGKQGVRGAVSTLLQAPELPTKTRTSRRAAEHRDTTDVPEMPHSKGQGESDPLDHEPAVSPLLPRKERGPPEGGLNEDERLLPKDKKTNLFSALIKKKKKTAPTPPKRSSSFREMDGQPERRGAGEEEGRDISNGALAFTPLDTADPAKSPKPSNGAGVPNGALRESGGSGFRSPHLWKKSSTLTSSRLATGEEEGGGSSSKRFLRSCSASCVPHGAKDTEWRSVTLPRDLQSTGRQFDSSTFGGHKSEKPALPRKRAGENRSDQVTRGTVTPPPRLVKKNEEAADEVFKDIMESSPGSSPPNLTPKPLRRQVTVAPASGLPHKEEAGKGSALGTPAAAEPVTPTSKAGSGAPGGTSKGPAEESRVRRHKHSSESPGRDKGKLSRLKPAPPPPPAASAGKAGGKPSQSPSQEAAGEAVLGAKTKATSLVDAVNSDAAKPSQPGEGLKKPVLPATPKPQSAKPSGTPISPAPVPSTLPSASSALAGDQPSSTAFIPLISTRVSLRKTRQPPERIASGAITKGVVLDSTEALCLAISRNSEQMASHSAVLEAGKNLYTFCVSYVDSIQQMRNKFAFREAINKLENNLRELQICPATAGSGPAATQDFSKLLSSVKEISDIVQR
# Target sequence (Q13671 whole entry, looked up): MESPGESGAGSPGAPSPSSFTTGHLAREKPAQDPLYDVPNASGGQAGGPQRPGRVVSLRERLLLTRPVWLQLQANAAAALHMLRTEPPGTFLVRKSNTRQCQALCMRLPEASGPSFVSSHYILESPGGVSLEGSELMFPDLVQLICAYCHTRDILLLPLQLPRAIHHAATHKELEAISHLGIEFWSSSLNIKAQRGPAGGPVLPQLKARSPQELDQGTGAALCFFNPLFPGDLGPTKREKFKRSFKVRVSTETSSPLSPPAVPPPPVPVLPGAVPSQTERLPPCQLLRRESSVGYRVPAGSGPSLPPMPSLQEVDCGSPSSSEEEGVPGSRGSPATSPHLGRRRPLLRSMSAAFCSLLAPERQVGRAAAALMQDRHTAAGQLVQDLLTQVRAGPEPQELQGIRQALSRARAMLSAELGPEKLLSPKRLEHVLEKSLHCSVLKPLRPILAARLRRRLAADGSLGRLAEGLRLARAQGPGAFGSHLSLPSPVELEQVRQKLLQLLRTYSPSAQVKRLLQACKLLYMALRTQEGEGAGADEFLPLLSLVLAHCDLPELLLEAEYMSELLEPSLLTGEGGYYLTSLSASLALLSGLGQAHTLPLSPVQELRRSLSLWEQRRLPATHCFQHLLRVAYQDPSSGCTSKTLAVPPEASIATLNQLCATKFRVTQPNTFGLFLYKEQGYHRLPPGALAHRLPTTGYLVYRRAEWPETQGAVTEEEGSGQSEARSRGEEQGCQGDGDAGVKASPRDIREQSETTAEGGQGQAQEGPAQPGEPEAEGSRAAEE
# Rpn11 inh: inhibitors of human proteasome Rpn11; human 26S proteasome, Ub4-pepOG fluorescence polarization; 20S core pre-blocked with epoxomicin; calls only at 20 µM; O00487; hit rate 0.59% among 360,000; AID 588493;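 active = inhibition at 20 µM, scaled to each plate's controls, above about 33%, limit read from the data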
# Scp-1 inhibitor: Scp-1 (human) phosphatase inhibition; Recombinant Scp1, phosphopeptide, malachite green phosphate absorbance; inhibition, % at 20 µM; hit rate 0.88% among 340,000;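 active = inhibition above about 50% at 20 µM, limit read from the data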;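 note: plate controls were DMSO wells with enzyme for no effect and wells lacking enzyme for full effect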
#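 Test system – truncated SCP-1 phosphatase (76-261aa) · Reagent – Phosphorylated 17-residue peptide substrate · Incubation – 45 min room-temperature reaction, 5 min colour, 30 min stabiliser · Detection – colorimetric phosphate reagent with accelerator and stabiliser, absorbance at 630 nm · Measure – % inhibition at 20 µM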
# Neddylation inh: blocks human cullin neddylation; P61081+Q13564; TR-FRET cullin neddylation, biochemical; calls only at 25 µM; hit rate 0.58% among 360,000; in the data active = inhibition above about 36%
# DNMT1 inh: inhibitors of human DNMT1 | P26358 | hit rate 0.83% among 360,000 | inhibition (reported as % activation of signal), % at 10 µM | AID 588458 | DNMT1 molecular beacon, Hinp1I cleavage, fluorescence; in the data active = inhibition above about 50%
# CSN deneddyl inh: inhibitors of human CSN-mediated cullin deneddylation. Q92905. Purified CSN, SCF-Nedd8-OG deneddylation, fluorescence polarization. inhibition, % at 12.5 µM. hit rate 0.38% among 360,000. AID 651999;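 active = pattern-corrected inhibition above about 35%, with an unprinted fluorescence ratio check between 0.5 and 1.5, limit read from the data, passing the limit was not always enough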;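 note: 0% = enzyme with substrate and 100% = substrate without enzyme; some results filed as inactive read as strong as hits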
#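 Assay system: purified human Csn5 enzyme expressed in HEK293T cells; measure: % inhibition; also added: SCFSkp2-Nedd8OG substrate at 10 nM final; technique: fluorescence polarization; times: reaction 90 min, room temperature; medium: Tris buffer pH 7.5, NaCl, DTT, Tween-20, trehalose, ovalbumin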
# SUMO1-SIM PPI: modulators of human SUMO1-mediated protein-protein interactions | P63165 | SUMO1 binding to a labelled peptide, TR-FRET, 1 h | inhibition, % at 20 µM | hit rate 0.33% among 360,000 | AID 602429; in the data active = inhibition above about 37%
# The depositor's hits bear a star; i = inactive; . = no result given. No enrichment for hits; 3.8% or so of the library scored in one or more.
SMILES,STEP block,NadD inh,LMPTP block,Rin1-Abl PPI inh,Rpn11 inh,Scp-1 inhibitor,Neddylation inh,DNMT1 inh,CSN deneddyl inh,SUMO1-SIM PPI
COCCCN1C(=O)C(CC(=O)NCc2cccc3ccccc23)CC(C(=O)N(C)C)=C1C (centres undefined),2,6,-0.9,0,i,.,i,0,-8,-1
Cc1ccc(NC(=O)C(C)OC(=O)COc2cccc(C(F)(F)F)c2)cc1S(=O)(=O)N1CCOCC1 (centres undefined),-2,-10,2.9,3,i,-3,i,-4,4,1
Cc1cccc(N2C(S)=C(C#N)C(=O)NC2c2ccco2)c1 (centres undefined),2,-1,-0.3,2,i,-12,i,-17,6,5
O=C(Nc1ccc(-c2ccccc2)cc1)c1ccc2c(c1)S(=O)(=O)c1ccccc1C2=O,7,11,0.2,5,i,-6,i,10,-2,0
COC(=O)c1ccc(CNC(=O)Cn2cc(C)c(=O)[nH]c2=O)cc1,2,-3,-1.8,-5,i,-4,i,8,3,2
Cn1c(SCC(=O)NCc2ccco2)nnc1C1CC1,0,-4,-2.3,5,i,-5,i,3,1,4
CC1(C)CC2(C)OC(=N)C1(C#N)C2(C#N)C#N (centres undefined),3,-4,-1.7,0,i,-1,i,1,-2,5
Cc1nc(SCC(=O)NCc2ccco2)nc(C)c1C,0,4,-1.4,2,i,-5,i,2,0,5
CCCC(=O)Nc1sc(C(=O)OC)c(C)c1C(N)=O,-1,2,-0.2,2,i,-3,i,4,9,4
C(=C\c1ccccc1)/CSc1nnc(-c2cnccn2)n1Cc1ccco1,-1,13,0.3,1,i,-2,i,2,3,5
OCC1(CCOc2ccccc2)CCN(Cc2ccc3c(c2)OCCO3)CC1,-3,-4,-0.2,0,i,-13,i,-2,2,1
Nc1cc(Cl)cc2c1-c1ccc(Cl)cc1C2,-2,-2,1.4,-5,i,-7,i,4,2,-24
CN(C)c1ccc(N=C/C=C2\N(C)c3ccccc3C2(C)C)cc1,2,-3,7.9,-8,i,-9,i,-10,12,-53
Cn1c(N)cc(-c2ccc(F)cc2)c(C#N)c1=O,0,-9,1.1,2,i,-5,i,-4,-3,-2
CCOC(=O)c1sc2nc(C)nc(NCc3ccccc3)c2c1C,-1,-5,1.7,1,i,-4,i,1,1,2
CCc1nc2ccccc2c(C(=O)OCC(=O)NC2CC2)c1C,2,-2,-1.2,0,i,-5,i,-2,-3,0
CC1CN(Cc2cn(C)nc2-c2ccc(Oc3ccccc3)cc2)CCN1C (centres undefined),1,-13,-1.4,-1,i,-3,i,-1,-12,3
O=C(Nc1ccccc1)c1sccc1Oc1ccc([N+](=O)[O-])cc1F,2,2,3.9,2,i,-8,i,2,-11,-28
Cc1cccn2c(=O)c(C=O)c(N3CCCCCC3)nc12,-1,-2,-1.2,-5,i,-6,i,-2,1,-13
CCOC(=O)C1C(=O)C=C(N2CCOCC2)CC1c1cccc(OC)c1 (centres undefined),-2,-3,-1.4,3,i,0,i,7,2,3
COc1cccc(C(=O)NCCNC(=O)c2ccc(C)nc2)c1,-2,-5,1.2,0,i,-5,i,3,2,2
COc1ccc(C(=O)CNC2=NCCC2)cc1,-2,-5,2.0,-1,i,-7,i,1,-1,4
COc1ccc(OC)c(CNc2nc3ccccc3n2CCN2CCCCC2)c1,-4,-7,7.7,-1,i,-7,i,1,-6,-1
COc1cccc(C(=O)NCCS(=O)(=O)NCC2CCCO2)c1 (centres undefined),1,-6,1.0,0,i,-1,i,1,1,6
CC(C)CNC(=O)c1ccc(NC(=O)c2ccccc2[N+](=O)[O-])cc1,0,3,-0.5,-3,i,-9,i,10,0,-12
CCOC(=O)COc1cc(=O)n(CC)c2ccccc12,-8,-1,-1.2,2,i,6,i,2,108*,5
FC(F)(F)c1cccc(N2CCN(c3nnnn3-c3ccccc3)CC2)c1,5,4,3.3,1,i,-7,i,-4,0,0
CNC(=S)N(Cc1ccc2c(c1)OCO2)C1CC(=O)N(c2ccccc2)C1=O (centres undefined),-1,-5,-0.4,3,i,-12,i,1,4,-2
CSc1ccccc1NC(=O)CN(C)C(=O)c1c(C)nn(Cc2ccccc2)c1C,-1,0,-0.4,3,i,-7,i,6,0,3
O=C(NCCOC(=O)C1COc2ccccc2O1)c1cccnc1 (centres undefined),3,0,-1.3,0,i,-4,i,3,3,2
C#CCOc1coc(COC(=O)c2ccccc2)cc1=O,2,-2,-2.7,-2,i,-5,i,1,0,-2
Cc1cc(C)n(CC(C)Nc2nc3nonc3nc2N2CCCCC2)n1 (centres undefined),-5,-2,0.8,3,i,-3,i,2,-1,-3
COc1ccccc1N1CCN(C(=O)Nc2cccc(C)c2)CC1,-1,5,0.5,-1,i,-97,i,-3,1,-2
CCOc1cc(C(=O)OCC(=O)Nc2cc(C)on2)ccc1OCC(C)C,0,-2,-0.5,-1,i,7,i,9,-1,-1
CCCC(=O)C1=C(O)C(C(=O)OC)C(C)(C)CC1=Nc1ccccc1 (centres undefined),1,1,0.4,2,i,-6,i,-2,-1,-2
CC1CN(C(=O)COC(=O)c2nn(-c3ccccc3)c(=O)c3ccccc23)CC(C)O1 (centres undefined),-2,2,-1.5,-1,i,5,i,1,-3,-6
CN1C(=O)C(O)(CC(=O)c2cccc(-n3cccc3)c2)c2ccccc21 (centres undefined),12,6,1.1,-2,i,-4,i,-9,5,-13
CN(C)C(CNC(=S)Nc1ccccc1Cl)c1cccnc1 (centres undefined),1,-1,-1.4,0,i,2,i,-3,2,-1
CCOC(=O)C1CCCC12Nc1cccc3cccc(c13)N2 (centres undefined),2,10,9.5,-5,i,-5,i,-4,1,10
CCOc1cc(/C=N/Nc2nnc(C)n2N)ccc1O,2,-7,-0.7,5,i,-4,i,-1,4,-9
CCCCNC(=O)c1nc(-c2ccccc2)oc1-c1ccc(Cl)cc1,.,.,3.6,.,.,.,i,.,-2,2
Cc1cc(C(=O)OCC(=O)Nc2nc(-c3ccccc3)cs2)c(C)o1,-3,-2,0.7,-4,i,-2,i,1,3,1
O=C1CC(=O)Nc2cc(S(=O)(=O)N3CCOc4ccccc43)ccc2N1,2,-5,0.2,0,i,-4,i,-1,6,-1
O=C1NC[C@@H](CCCCN2C[C@H](Cc3ccc(O)cc3)N(CC3CCCCC3)C(=O)C2=O)N(CC2CCCCC2)C1=O,.,24,-1.4,.,.,.,i,.,-2,2
COc1ccc(N2CCN(CC(O)COc3ccc([N+](=O)[O-])cc3)CC2)cc1 (centres undefined),-1,-3,-2.2,1,i,-5,i,0,0,-11
O=C(CNC1C(=O)Nc2ccccc21)Sc1ccccc1 (centres undefined),-1,3,-0.1,1,i,-1,i,1,-5,-7
COc1ccccc1OCCCCCc1c(C)n[nH]c1C,-4,-5,-0.4,-2,i,-6,i,-3,0,0
CCOCCCNC(=O)C(c1ccc(OC)cc1)N(Cc1ccc2c(c1)OCO2)C(=O)c1ccccn1 (centres undefined),-1,-3,-0.9,-1,i,0,i,0,-5,3
O=C(NCCCN1CCCC1=O)c1cc(S(=O)(=O)N2CCN(c3ccccc3)CC2)ccc1Cl,0,0,-0.7,4,i,0,i,-3,4,-1
Cc1[nH]c2ccc(C(=O)NCCCN(C)C3CCCCC3)cc2c1C,-2,-4,-0.9,0,i,-2,i,-3,2,-9

# (next part)
SMILES,STEP block,NadD inh,LMPTP block,Rin1-Abl PPI inh,Rpn11 inh,Scp-1 inhibitor,Neddylation inh,DNMT1 inh,CSN deneddyl inh,SUMO1-SIM PPI
Cc1ccc2c(c1)C(c1ccncc1)=NNC(c1ccc(F)cc1)=N2,-2,0,3.3,-1,i,3,i,2,-4,-13
COc1ccc(NC2SC(=O)N(C)C2=O)cc1 (centres undefined),-1,-6,-0.6,0,i,-7,i,5,0,3
O=C(CCSc1ccccc1)Nc1nnc(-c2ccccc2)o1,1,7,0.9,1,i,-9,i,0,-2,3
Cc1cc(-c2ccc(Cl)cc2)n2nc(N)nc2n1,1,-3,-1.3,5,i,-2,.,0,3,-10
CC(C)(C)n1nnnc1C(c1cccs1)N(Cc1ccccc1)Cc1cccnc1 (centres undefined),6,-2,3.5,0,i,-15,i,-10,6,1
Cn1c(SCc2ccccc2)nnc1-c1ccc2nonc2c1,1,-4,-1.3,-3,i,-10,i,0,5,-37
COc1ccc(OC)c2c1nc1n2CCS1,6,0,-1.1,2,i,-11,i,-3,0,3
CN(C(=O)c1ccccc1C(=O)OCC(=O)Nc1ccc(OC(F)F)cc1)c1ccccc1,-1,-4,0.6,1,i,-7,i,-3,2,-5
OCC[C@@H]1C[C@@H](O)[C@H](O)[C@]2(Cc3ccccc3CCO2)O1,-4,0,-2.0,2,i,-6,i,4,7,-1
CCOc1ccccc1N1CCN(Cc2ccc(OC)c(OC)c2OC)CC1,-3,-8,-5.2,2,i,-8,i,1,2,0

# Entries from the list above that have a Cl atom, in the order listed:
SMILES,STEP block,NadD inh,LMPTP block,Rin1-Abl PPI inh,Rpn11 inh,Scp-1 inhibitor,Neddylation inh,DNMT1 inh,CSN deneddyl inh,SUMO1-SIM PPI
Nc1cc(Cl)cc2c1-c1ccc(Cl)cc1C2,-2,-2,1.4,-5,i,-7,i,4,2,-24
CN(C)C(CNC(=S)Nc1ccccc1Cl)c1cccnc1 (centres undefined),1,-1,-1.4,0,i,2,i,-3,2,-1
CCCCNC(=O)c1nc(-c2ccccc2)oc1-c1ccc(Cl)cc1,.,.,3.6,.,.,.,i,.,-2,2
O=C(NCCCN1CCCC1=O)c1cc(S(=O)(=O)N2CCN(c3ccccc3)CC2)ccc1Cl,0,0,-0.7,4,i,0,i,-3,4,-1
Cc1cc(-c2ccc(Cl)cc2)n2nc(N)nc2n1,1,-3,-1.3,5,i,-2,.,0,3,-10

# New compounds follow
SMILES,STEP block,NadD inh,LMPTP block,Rin1-Abl PPI inh,Rpn11 inh,Scp-1 inhibitor,Neddylation inh,DNMT1 inh,CSN deneddyl inh,SUMO1-SIM PPI
CC(C)(C)OC(=O)NCCCCCNC(=O)c1nc[nH]c1C(=O)NCc1ccccc1,-2,7,-0.3,4,i,-2,i,-3,8,1
CCCN1CCN(S(=O)(=O)c2ccc(OC)c(Br)c2)CC1,-3,12,0.6,0,i,-10,i,0,-3,1
CC(=O)c1cccc(NC(=O)CCCSc2ccccc2)c1,-1,-12,-0.4,2,i,-5,i,-1,-2,4
O=C(Nc1c(-c2ccccc2)nc2ccccn12)c1ccco1,0,1,-2.9,1,i,-5,i,0,3,0
COc1ccc(-c2sc3ccc(N4CCOCC4)cc3c2C#CC2(O)CCCCC2)cc1,0,3,2.0,4,i,2,i,-51,1,-12
COc1ccccc1NC(=S)NCCN1CCOCC1,0,-2,-2.3,0,i,-4,i,-1,-3,1
O=C(CSc1ncnc2nc[nH]c12)c1ccccc1,0,-3,-0.9,-1,i,0,i,0,2,2
